Bioassay records as filed in PubChem.
ERG-DNA inh: ERG Ets/DNA interaction inhibition. 370,000 compounds, 0.028% hits. Potency, µM (doses to about 76.9 µM), for the others: at the highest dose FP activity, negative = inhibition, usual class: inhibitors. fluorescence polarization, His-ERG Ets domain / labelled DNA. P11308; active means well fitted inhibition curve with a large enough effect in the polarisation, with a control signal flat; inconclusive means small, poorly fitted or top-dose-only effect, or effect the other way, or a change in a side signal; inactive means no such curve, though single readings can be large or run the other way; the % refers to the polarisation;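 further: polarization taken with two DNA probes labelled with fluorescein and Texas red; potency means the concentration at half of the fitted maximal effect; % of control where 0% means no effect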
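His-tagged ERG Ets domain (1 uM in the protein solution; 300mM KCl, 50mM Tris-HCl, 1mM EDTA, 1mM DTT, pH 7.5) received compound, then a probe mix of 5 nM fluorescein-DNA and 100nM Texas-615-DNA. Fluorescence polarization was read for both dyes.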
D2 ag: activates the human D2 dopamine receptor; activation, % at 2 µM; 340,000 compounds, 0.53% hits; P14416; HEK293 T-REx D2 cells, calcium flux agonist mode;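 active means activation over 3 SD above normal in the single-dose calcium agonist read, cut at about 30% in these data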; further: 0% is about no effect
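In this primary screen, compounds producing a positive calcium signal within 180 s of addition to tetracycline-induced, force-coupled HEK293 Trex D2 cells are flagged; cells are dye-loaded with a no-wash calcium kit beforehand.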
LDHA inh: blocks human lactate dehydrogenase A; P00338; purified LDHA, NADH/diaphorase-resazurin fluorescence; hits give low values; activity change, % (values are at about 110 or 230 µM); 480,000 compounds, 0.15% hits; in the data active means activity change below about -30%; inconclusive means mostly about -25% to -30%;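 further: plate controls were DMSO wells for no effect and wells without enzyme for full effect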
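LDH5 2 nM; NADH 0.06 mM, pyruvate 0.2 mM; 200 mM Tris pH 7.4, EDTA, Tween-20; 5 min RT. Detection: diaphorase 0.133 mg/mL + resazurin 37 µM, fluorescence ex540/em590 at 0 and 20 min; normalized to enzyme-free and DMSO wells.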
Glioma ERSR ind: induces the endoplasmic reticulum stress response in human glioma cells. U87-MG GRP78 promoter luciferase reporter, 16 h. Potency, µM, for the others: top-dose activation, most hits filed as activators. 420,000 compounds, 0.02% hits. AID 602332; further: potency means the concentration at half of the fitted maximal effect; series mostly up to about 76 µM; % of control where 0% means no effect; nearly all actives have a fitted effect of over 35% in size
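ERSR induction read as luciferase luminescence (Bright-Glo, 10 min at room temperature) in stably transfected human U87-MG glioma cells exposed to compounds for 16 h, using GRP78 as sensor.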
12-LOX inh: blocks human arachidonate 12S-lipoxygenase. 580,000 compounds, 1.1% hits. Potency, µM (series often up to 108 µM), for the others: at the highest dose activity change, negative = inhibition, actives largely listed as inhibitors. P18054. purified 12hLO, xylenol orange hydroperoxide absorbance; further: potency means the concentration at half of the fitted maximal effect; on the % scale 0 is the no-effect control and ±100 the full control effect
Target sequence (P18054 whole entry, looked up): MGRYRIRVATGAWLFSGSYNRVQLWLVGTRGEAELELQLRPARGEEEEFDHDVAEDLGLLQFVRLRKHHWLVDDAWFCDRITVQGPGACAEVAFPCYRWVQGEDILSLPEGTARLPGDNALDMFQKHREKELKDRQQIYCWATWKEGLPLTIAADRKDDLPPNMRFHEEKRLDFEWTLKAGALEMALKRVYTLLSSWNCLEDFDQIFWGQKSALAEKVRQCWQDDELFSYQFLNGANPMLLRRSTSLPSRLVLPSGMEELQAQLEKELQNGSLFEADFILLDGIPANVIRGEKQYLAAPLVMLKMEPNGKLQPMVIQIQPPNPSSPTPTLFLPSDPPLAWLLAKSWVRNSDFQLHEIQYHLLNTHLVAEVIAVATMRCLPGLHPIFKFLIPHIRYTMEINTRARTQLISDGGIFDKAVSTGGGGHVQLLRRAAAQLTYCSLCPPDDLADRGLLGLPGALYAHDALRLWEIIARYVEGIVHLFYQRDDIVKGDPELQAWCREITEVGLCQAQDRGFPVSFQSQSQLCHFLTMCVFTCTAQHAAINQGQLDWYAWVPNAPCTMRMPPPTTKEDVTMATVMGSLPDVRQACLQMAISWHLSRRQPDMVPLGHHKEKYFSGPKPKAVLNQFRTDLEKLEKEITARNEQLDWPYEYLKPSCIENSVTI
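Purified human 12hLO (150 nM final) in 25 mM Hepes, 0.01% Triton X-100, pH 7.0 was preincubated 15 min at room temperature with compound. Then 40 uM arachidonic acid was added, 30 min. Hydroperoxide was read by Fe-XO absorbance ratio 573/405 nm.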
D2 antag: antagonists of human D2 dopamine receptor | P14416 | HEK293 TREx D2 cells, calcium flux, dopamine EC80 | inhibition, % at 10 µM | 340,000 compounds, 2% hits | AID 485344; in the data active means inhibition above about 30%; further: 0% is about no effect
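Tetracycline-induced HEK293 T-REx cells expressing D2 force-coupled to calcium signalling were dye-loaded, exposed to compound for 180 s, then challenged with an EC80 of dopamine; calcium flux was followed kinetically for a further 180 s.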
Vif-APOBEC3F blk: Vif-A3F binding inhibition; AID 602313; Potency, µM (highest dose often 46.1 µM), without a hit: at the top dose activity, negative = active; 390,000 compounds, 0.2% hits; HeLa A3F-eYFP + Vif (tagged APOBEC3F with the HIV-1 protein that degrades it), YFP fluorescence increase; further: potency means the concentration at half of the fitted maximal effect; % of control where 0% means no effect; nearly all actives have a fitted effect of over 65% in size
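HeLa cells stably expressing Vif plus C-terminally eYFP-tagged A3F were seeded, incubated overnight at 37 deg C, dosed with compound, incubated overnight again at 37 deg C. Yellow fluorescence (Ex 488/Em 500-530) reported blocked Vif-mediated A3F-eYFP degradation.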
RGS4 inhibitor: inhibitors of human regulator of G protein signaling 4; P49798; Transcreener GDP fluorescence polarization, RGS4-accelerated GTP hydrolysis; Potency, µM (titrated, usually from 114 µM), for the others: at the highest dose activity change, negative = inhibition, usual class: inhibitors; 390,000 compounds, 0.039% hits; AID 504845; further: potency means the concentration at half of the fitted maximal effect; on the % scale 0 is the no-effect control and ±100 the full control effect; nearly all actives have a fitted effect of over 75% in size; some results filed as inactive show a strong effect at the top dose
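MLSMR compounds (23 nl, pin-transferred) preincubated 10 min at room temperature with a 500nM (2x) first reagent, then RGS4 at 900nM (2x) plus Transcreener GDP mix added; fluorescence polarization (620/688 nm) read before and after 90 min at 30 °C.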
Vif-APOBEC3G blk: Vif-A3G binding inhibition. Q9HC16. HeLa A3G-eYFP + Vif (tagged APOBEC3G with the HIV-1 protein that degrades it), YFP fluorescence, overnight. Potency, µM (doses to about 46.1 µM), inactives show at the highest dose activity, negative = active, hits mostly inhibitors. 410,000 compounds, 0.076% hits. AID 602310;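 further: potency means the concentration at half of the fitted maximal effect; on the % scale 0 is the no-effect control and ±100 the full control effect; nearly all actives have a fitted effect of over 60% in size; hits raise eYFP signal because A3G escapes Vif-driven loss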
Target sequence (Q9HC16 whole entry, looked up): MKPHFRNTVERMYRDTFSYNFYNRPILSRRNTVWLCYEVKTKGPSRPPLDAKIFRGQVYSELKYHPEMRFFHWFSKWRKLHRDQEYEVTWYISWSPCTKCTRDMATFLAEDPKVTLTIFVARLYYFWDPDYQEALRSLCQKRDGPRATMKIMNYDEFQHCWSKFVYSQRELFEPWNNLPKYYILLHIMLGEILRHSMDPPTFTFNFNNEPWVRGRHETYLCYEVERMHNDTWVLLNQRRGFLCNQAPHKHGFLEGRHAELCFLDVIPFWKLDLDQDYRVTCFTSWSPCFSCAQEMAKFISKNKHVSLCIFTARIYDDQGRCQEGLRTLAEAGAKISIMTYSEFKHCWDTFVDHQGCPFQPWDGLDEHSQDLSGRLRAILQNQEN
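HeLa cells stably expressing Vif and C-terminally eYFP-tagged A3G, seeded overnight at 37 deg C, then exposed to compound by pintool overnight at 37 deg C. Rise in yellow fluorescence (Ex 488/Em 500-530, Acumen) marks blocked Vif-driven A3G degradation.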
The depositor's hits bear a star; ? = inconclusive; . = not tested or not shown; & = joins results of further samples; ! = repeats disagree. Unless noted, the call rests on the fitted dose curve; in most records, active means well fitted curve in the direction sought with a large enough effect; inconclusive means small, poorly fitted or top-dose-only effect, or another doubt; inactive means no such curve, though single readings can be large; an effect the other way counts as inactive or inconclusive. These rows are one share of the data; rates above refer to the full screens.

Structure,12-LOX inh,RGS4 inhibitor,Vif-APOBEC3G blk,ERG-DNA inh,Vif-APOBEC3F blk,D2 ag,Glioma ERSR ind,D2 antag,LDHA inh
CC(=O)N/C(=C\c1ccc(C)o1)C(=O)NCc1ccccc1,-3%,-27%,4%,-6%,0%,1.3,-4%,3,-4
O=C(O)c1ccc(Sc2ccccn2)c([N+](=O)[O-])c1,-6%,21%,4%,-5%,3%,1.3,-5%,7,0
COc1ccccc1CNC(=O)CCC(=O)Nc1nnc(C)s1,0%,-25%,3%,-1%,-13%,0.7,-4%,11,-3
CCNC(=O)Nn1c(-c2ccccc2)nc2ccccc2c1=O,16%,-7%,-2%,-4%,-8%,0.3,-3%,-4,-12
CC(C)(C)c1ccc(/C=N/NC(=S)NC2CCCCC2)cc1,28µM*,17%,-6%,2%,?,.,19%,.,-7
CN(CC(=O)Nc1ccccc1C(F)(F)F)C(=O)c1cc(-c2cccs2)nn1-c1ccccc1,-14%,0%,-1%,1%,4%,-0.6,-4%,9,-8
O=C(NC1CCCCC1)Oc1cc2oc(=O)sc2cc1Br,?,-34%,?,9%,?,-0.4,3%,-1,0
COc1ccc(OCc2cc(C(=O)N3CCCC(O)C3)no2)c2ccccc12 (centres undefined),9%,-7%,-13%,-19%,3%,0.0,6%,2,26
O=C(Nc1ccsc1C(=O)N1CCCCCC1)c1ccccc1,0%,11%,-6%,-1%,-3%,1.1,0%,-7,-5
COc1ccc(N2CCN(C(=O)c3cc(=O)c4cc(Cl)ccc4o3)CC2)cc1,0%,-18%,2%,-1%,2%,0.1,2%,-3,3
Clc1nc2ccccc2cc1/C=N/Nc1nc2ccccc2[nH]1,-12%,-29%,-3%,0%,?,-0.4,1%,-10,-2
CCOc1cc(CNCCO)ccc1OCC(=O)NC(C)(C)C,-1%,?,-1%,-13%,5%,1.4,-3%,-13,-5
Cc1csc(N(C)C(=O)CSc2nnc(COc3cccc4ccccc34)o2)n1,19%,-7%,-1%,.,-14%,0.6,-5%,3,4
CCOC(=O)C1CCCN(C(=O)c2cc(F)ccc2C)CC1 (centres undefined),2%,.,-3%,.,.,.,-1%,.,-7
Cc1ccc(-n2nc3c(N4CCC(C(=O)N5CCC(C)CC5)CC4)nnc(C)c3c2C)cc1,2%,8%,-3%,1%,-17%,-0.4,0%,.,0
CCN(CC)CCOc1ccc(/C(=C(\Cl)c2ccccc2)c2ccccc2)cc1,?,4%,-8%,12%,7%,-0.2,-4%&-7%&-6%,2,-3
O=C(c1cn(-c2ccccc2)nc1-c1ccc(F)cc1)N1CCCCC1,-24%,-36%,-2%,-6%,2%,-0.4,-1%,6,-1
CN(C)S(=O)(=O)c1ccc(Cl)c(C(=O)Nc2cccc3ncccc23)c1,?,-5%,0%,3%,5%,1.7,-3%,-13,3
Cc1ccnc(NS(=O)(=O)c2ccc(NC(=O)C34CC5CC(CC(C5)C3)C4)cc2)n1,0%,35%,-1%,-7%,-4%,-0.3,0%,-3,-13
Cc1ccc(N2CC(C(=O)Nc3ccc(S(=O)(=O)Nc4ncccn4)cc3)CC2=O)cc1C (centres undefined),4%,-4%,0%,-3%,7%,1.0,3%,13,-7
COc1ccc(CNC(=O)c2cccs2)cc1,0%,2%,2%,11%,-2%,-0.2,-1%,-6,1
CC1CCN(S(=O)(=O)c2ccc3ncn(CC(=O)N4CCN(C)CC4)c(=O)c3c2)CC1,12%,-30%,0%,2%,6%,-0.1,-2%,48*,-2
CN1C(=O)c2cccc3c(S(=O)(=O)N4CCCC4C(=O)O)ccc1c23 (centres undefined),-14%,10%,1%,7%,1%,0.9,-5%,-24,-1
c1ccc(-n2nnnc2-c2cnc(-c3ccncc3)nc2-c2cccs2)cc1,?,19%,-1%,0%,-5%,0.7,0%,-1,-7
CCn1c(SCC(=O)Nc2nc(C)c(C)s2)nnc1-c1cccnc1,-17%,14%,-2%,-1%,-6%,0.2,-2%,9,-3

Next section; it opens with the 2 that closed the last part.
Structure,12-LOX inh,RGS4 inhibitor,Vif-APOBEC3G blk,ERG-DNA inh,Vif-APOBEC3F blk,D2 ag,Glioma ERSR ind,D2 antag,LDHA inh
c1ccc(-n2nnnc2-c2cnc(-c3ccncc3)nc2-c2cccs2)cc1,?,19%,-1%,0%,-5%,0.7,0%,-1,-7
CCn1c(SCC(=O)Nc2nc(C)c(C)s2)nnc1-c1cccnc1,-17%,14%,-2%,-1%,-6%,0.2,-2%,9,-3
O=C(NC1CCCC1)c1cc(-c2ccc(F)cc2)on1,0%,1%,-1%,1%,-15%,0.9,8%,9,-7
Cc1ccc(Cc2c(-c3ccc(F)cc3)nc3cc(C)ccn23)cc1,20µM*,.,?,.,?,.,0%,.,6
CC1=NOC(=O)/C1=C\c1ccc(-c2ccc(Cl)cc2Cl)o1,16µM*,?,-9%,19%,?,-0.3,9%,-5,-4
CC(C)C(=O)Nc1ccc2c(c1)nc(CCN1CCN(c3ccccc3)CC1)n2C,-17%,-9%,-2%,-16%,1%,61*,-3%,18,-3
OCC1OC(n2cnc3c(/C=C(\O)c4ccccc4)ncnc32)C(O)C1O (centres undefined),-19%,18%,1%,9%,-6%,.,0%,.,2
COc1ccccc1NC(=O)CC(NCCN(C)C)C(=O)O (centres undefined),-12%,4%,2%,4%,-17%,.,-3%,.,-2
CCOC(=O)c1cc2c(C)nn(-c3ccccc3)c2s1,0%,-5%,0%,-16%,10%,0.3,0%,-1,-1
O=C(CS(=O)(=O)Cc1ccccc1)Nc1cccnc1,-30%,7%,-4%,-5%,-5%,-1.6,-5%,2,-6
CCC(C)(C)n1nnnc1C(c1cc2cc(OC)c(OC)cc2[nH]c1=O)N1CCc2ccccc21 (centres undefined),1%,-2%,4%,1%,-1%,.,-3%,.,20
O=C1Nc2ccccc2Nc2ccc([N+](=O)[O-])cc21,-27%,-22%,-2%,1%,-14%,1.5,-5%,17,24
O=C(NCCC1=CCCCC1)C1CCC(=O)N(Cc2ccc(Cl)cc2)C1 (centres undefined),8%,-28%,2%,12%,3%,0.3,-6%,-11,1
Cc1ccc2c(COC(=O)CNS(=O)(=O)c3ccccc3)cc(=O)oc2c1,?,7%,5%,0%,4%,.,-3%,.,-6&9
Cc1cccc(N2CCN(CCCNC(=O)c3sc4ncccc4c3-n3cccc3)CC2C)c1 (centres undefined),-7%,-17%,-1%,-2%,-6%,21,-3%,.,-2
CCCCCn1c(SCc2cccc(C)c2)nc2c1c(=O)[nH]c(=O)n2C,-9%,15%,2%,-17%,-7%,-2.1,-3%,5,-1
NC(=O)CNC(=O)[C@@H]1CC2(CC(c3ccc(Cl)cc3)=NO2)CN1C(=O)c1ccccc1 (some centres undefined),-7%,16%,1%,0%,2%,0.2,-2%,-4,13
COC(=O)C1CCN(c2cc(=O)n(C3CCCCC3)c(=O)[nH]2)CC1,14%,8%,3%,-12%,-8%,0.0,0%,-13,0
CCC(=O)N1c2ccccc2CC1C(=O)NCCc1ccc(SC)cc1 (centres undefined),-6%,-19%,0%,-1%,-5%,3.7,-3%,.,2
COc1ccc2cc(C#N)c(N3CCOCC3)nc2c1,?,-10%,-10%,7%,7%,-0.2,-3%,0,-3
CC(=O)NCCC(Cc1ccccc1)c1ccco1 (centres undefined),?,-42%,-7%,0%,-5%,0.0,-4%,6,2
O=C1NC(c2ccncc2)Nc2sc3c(c21)CCCC3 (centres undefined),?,-43%,-1%,.,2%,-0.3,12%,-6,9
CC(=O)c1cccc(NS(C)(=O)=O)c1,-3%,14%,0%,-4%,0%,0.5,-3%,-10,-1
COc1cccc(-n2nnnc2SCC(=O)NC2CCCC2)c1,-11%,9%,1%,?,-1%,-0.8,1%,-11,-3
Cc1cc(NC(=O)CCS(=O)(=O)c2ccc3c(c2)NC(=O)C(C)S3)ccc1Br (centres undefined),.,-8%,0%,7%,13%,0.2,-2%,5,-3
CN(C1CCCCC1)S(=O)(=O)c1ccc2c(c1)c(=O)c(C(=O)N1CCN(c3ccccc3)CC1)cn2C,-20%,-6%,-2%,-3%,1%,0.2,-1%,.,-3
c1ccc2sc(SN3CCOCC3)nc2c1,13µM*!,?,0%,-3%,-3%,0.2,6%&9%,7,-5
Cc1ccccc1Nc1nnc(SCC2CCCCO2)s1 (centres undefined),-8%,16%,2%,-4%,5%,-1.7,-7%,-12,-7
COC(=O)[C@@H]1C[C@H]2CC[C@H](O)C[C@H]2N1Cc1ccc(-c2ccccc2)cc1,1%,-12%,-3%,3%,2%,0.4,-1%,5,-8
CCn1ccc(C(=O)Nc2ncc(C)s2)n1,?,?,-4%,9%,1%,0.0,-9%,-7,-2
CCCCCCCn1c2c(c(=N)c3c1CCC3)CCCC2,?,7%,1%,12%,-4%,1.0,-11%,6,-11
Cc1ccc(CSc2nc3ccncc3n2Cc2nc(-c3ccc(Cl)cc3)oc2C)cc1,0%,-33%,2%,0%,1%,-0.7,-1%,.,-13
